Screening results (PubChem BioAssay)
Mtb FBA inh: Mtb FBA enzyme inhibitors, primary screen, biochemical, fluorescence, strain H37Rv; purified M. tuberculosis FBA, fluorescence read-out; inhibition, % at 1 µM; Fructose-bisphosphate aldolase (Mycobacterium tuberculosis (strain ATCC 25618 / H37Rv)), …; 360,000 tested, 2.3% active; AID 588726, 2011; in the data active = inhibition above about 27%;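 note: 0% = vehicle and 100% = reference inhibitor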
MazEF act: activators of E. coli MazEF toxin-antitoxin RNase, primary screen, biochemical, fluorescence, uHTS | Endoribonuclease toxin MazF (Escherichia coli (strain K12)), P0AE70 | FAM/BHQ RNA-DNA oligo cleavage fluorescence, 5 h | activation, % at 20 µM | 350,000 tested, 0.32% active; in the data active = activation above about 50%
DUSP3 inh: VHR1 phosphatase inhibitors, primary screen, biochemical, absorbance, uHTS; 290,000 tested, 0.52% active; inhibition, % at 13.3 µM; recombinant VHR phosphatase, pNPP absorbance; AID 1654, 2009; in the data active = inhibition above about 50%; note: some compounds called inactive have numbers as strong as hits
Target sequence (P51452 whole entry, looked up): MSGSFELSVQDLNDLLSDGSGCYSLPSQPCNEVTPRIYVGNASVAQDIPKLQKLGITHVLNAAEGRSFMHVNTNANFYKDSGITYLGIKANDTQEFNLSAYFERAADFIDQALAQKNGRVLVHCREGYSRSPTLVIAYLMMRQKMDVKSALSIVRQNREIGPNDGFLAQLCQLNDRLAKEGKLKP
Mtb UGM inh: M. tuberculosis UGM enzyme inhibitors, primary screen, biochemical, fluorescence polarization, single point | purified UGM, fluorescence polarization probe displacement | inhibition, % at 10 µM | 320,000 tested, 0.06% active; in the data active = inhibition above about 10%, passing the limit was not always enough; inconclusive = no clear call, values can overlap the other calls
Target sequence (P9WIQ1 whole entry, looked up): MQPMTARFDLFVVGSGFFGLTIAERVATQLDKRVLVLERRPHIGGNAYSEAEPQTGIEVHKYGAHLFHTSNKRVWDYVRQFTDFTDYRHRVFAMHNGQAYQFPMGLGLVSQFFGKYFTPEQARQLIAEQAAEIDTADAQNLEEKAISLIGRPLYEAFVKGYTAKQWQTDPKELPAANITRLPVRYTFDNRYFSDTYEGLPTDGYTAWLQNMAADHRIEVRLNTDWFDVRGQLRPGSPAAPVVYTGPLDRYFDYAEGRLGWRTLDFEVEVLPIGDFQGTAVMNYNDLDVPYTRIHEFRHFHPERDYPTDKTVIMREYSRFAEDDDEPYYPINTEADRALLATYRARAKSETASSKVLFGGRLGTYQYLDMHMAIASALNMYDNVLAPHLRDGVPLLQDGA
Rv3671c protease: Rv3671c serine protease inhibitors, primary screen, biochemical, fluorescence polarization, M. tuberculosis H37Rv; P9WHR9; 320,000 tested, 0.048% active; AID 2606, 2010; inhibition, % at 5.96 µM; in the data active = inhibition above about 38%;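 note: extracellular domain of Rv3671c used as enzyme; 0% = enzyme with DMSO and 100% = no enzyme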
Target sequence (P9WHR9 whole entry, looked up, the tested form may be a part): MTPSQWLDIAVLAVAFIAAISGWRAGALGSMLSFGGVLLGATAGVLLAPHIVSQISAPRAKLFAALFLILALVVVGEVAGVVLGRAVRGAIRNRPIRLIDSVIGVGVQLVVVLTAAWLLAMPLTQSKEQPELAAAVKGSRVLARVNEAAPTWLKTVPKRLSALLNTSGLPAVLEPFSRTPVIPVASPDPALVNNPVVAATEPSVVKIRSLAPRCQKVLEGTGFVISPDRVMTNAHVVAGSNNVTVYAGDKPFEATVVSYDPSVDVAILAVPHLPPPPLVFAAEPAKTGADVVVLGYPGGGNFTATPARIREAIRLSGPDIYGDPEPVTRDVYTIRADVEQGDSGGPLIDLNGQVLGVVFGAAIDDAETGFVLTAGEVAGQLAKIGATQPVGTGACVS
BoNT-F LC inh: BoNT/F light chain protease inhibitors, primary screen, biochemical, flow cytometry, MLPCN library | Multiplex microsphere protease cleavage assay | inhibition, % at 10 µM | 360,000 tested, 0.22% active; in the data active = inhibition above about 35%, passing the limit was not always enough; inconclusive = no clear call, values can overlap the other calls; note: plate controls were buffer without enzyme for full effect and enzyme alone for no effect
GDH-TPI inh: GDH-TPI coupling enzyme inhibitors, primary screen, artefact control for M. tuberculosis FBA inhibitor project, biochemical, absorbance, full deck; 360,000 tested, 1.2% active; AID 588335, 2011; inhibition, % at 4.8 µM; GDH-TPI coupled enzyme counterscreen, NADH absorbance;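 note: 0% = DMSO wells and 100% = wells lacking the enzyme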
CCHFV vOTU inh: CCHFV vOTU protease inhibitors, primary screen, biochemical, Pep-AMC substrate, fluorescence. Crimean-Congo hemorrhagic fever virus L polyprotein viral ovarian tumor (vOTU) protease …. inhibition, % at 11.5 µM. 370,000 tested, 0.55% active. AID 651958, 2012; note: 0% = vehicle wells with enzyme and 100% = no enzyme wells
FadD28 binding: inhibitors of FadD28 bisubstrate probe binding, primary screen, biochemical, fluorescence polarization, single point; Mycobacterium tuberculosis FadD28 fatty-acid-AMP ligase; inhibition, % at 12.5 µM; 360,000 tested, 0.22% active; AID 588549, 2011; in the data active = inhibition above about 8.5%, passing the limit was not always enough; inconclusive = no clear call, values can overlap the other calls
BioA inh: M. tuberculosis BioA enzyme inhibitors, primary screen, biochemical, plate reader, single point, HTS; 7,8-diaminopelargonic acid synthase BioA (Mycobacterium tuberculosis); purified M. tuberculosis BioA enzyme; inhibition, % at 9.99 µM; 360,000 tested, 0.096% active; in the data active = inhibition above about 40%; inconclusive = no clear call, values can overlap the other calls
An asterisk follows results filed as active; ? = inconclusive; nt = not tested or not shown. Cut-off read from the data, not from the text of the source, unless noted: active = inhibition above about 30%; inactive = the rest. Compounds as they come (roughly 4.9% active in at least one column).

nr | SMILES | FadD28 binding | DUSP3 inh | Rv3671c protease | Mtb UGM inh | GDH-TPI inh
1 | O=C(C(c1ccccc1)c1ccccc1)N1CCCc2ccccc21 | -1.1 | 24.7 | 2.0 | -1.2 | 10.4
2 | CCN(CC)S(=O)(=O)c1cccc(NC2=NCC(C)S2)c1 (stereo not drawn) | -2.0 | 3.5 | 9.0 | -4.8 | 0.0
3 | C=CCn1c(=O)c2c(nc(Br)n2Cc2ccccc2Cl)n(C)c1=O | -1.0 | 35.7 | 6.2 | 3.4 | 7.8
4 | Cc1cc(C)c(OCC(=O)N(Cc2ccc(N(C)C)cc2)C2CCS(=O)(=O)C2)c(C)c1 (stereo not drawn) | 0.5 | 20.1 | -0.2 | -1.8 | -3.4
5 | O=C(CN(CC1CCCO1)S(=O)(=O)c1ccc(S(=O)(=O)NC2CC2)cc1)Nc1ccccc1 (stereo not drawn) | -5.9 | 27.4 | -2.2 | 0.9 | 13.4
6 | COc1cc(OC)c2c(c1)OC(=O)CC2c1cc(OC)c(OC)c(OC)c1 (stereo not drawn) | -1.2 | nt | nt | nt | 2.7
7 | CN(C)CCCNC1=CC(=O)CC(c2ccccc2)C1 (stereo not drawn) | -1.4 | 38.2 | 17.2 | 2.3 | 0.6
8 | N#Cc1ccc(-c2nc3ccc(Cl)cn3c2Cc2cccc(F)c2)cc1 | -2.4 | nt | nt | nt | nt
9 | O=C1NC(=S)NC(=O)C12C(c1ccc(F)cc1)NC(=S)NC2c1ccc(F)cc1 (stereo not drawn) | -0.9 | -23.1 | -5.4 | -0.9 | 2.4
10 | CN(C(=O)CSc1nnc(-c2ccccc2)c(-c2ccccc2)n1)C1CCS(=O)(=O)C1 (stereo not drawn) | -2.7 | 8.3 | 4.3 | -0.7 | 21.0

nr | Mtb FBA inh | MazEF act | CCHFV vOTU inh | BoNT-F LC inh | BioA inh
1 | -1.6 | -3.8 | 19.1 | -20.3 | -0.5
2 | 0.6 | 11.3 | 1.2 | -1.4 | 0.6
3 | -0.3 | 2.7 | 1.4 | -13.9 | -1.8
4 | -2.5 | -2.7 | 0.3 | ? | -1.3
5 | -1.3 | 0.7 | -9.0 | -2.1 | -0.3
6 | 1.4 | -11.7 | -1.4 | 1.2 | 0.3
7 | -0.6 | 8.1 | -1.1 | -3.1 | nt
8 | 42.6* | nt | -8.8 | 2.1 | 1.8
9 | -5.1 | 2.1 | 1.3 | 1.8 | nt
10 | -2.1 | -1.4 | -9.3 | 6.3 | -0.2

Remaining list, next part.
nr | SMILES | FadD28 binding | DUSP3 inh | Rv3671c protease | Mtb UGM inh | GDH-TPI inh
11 | O=C(NC1CCCN(CCc2ccccc2)C1)c1c[nH]c2ccccc12 (stereo not drawn) | -2.3 | 1.0 | -5.3 | -1.4 | 1.4
12 | CCC1=NN(C(=O)c2cccc([N+](=O)[O-])c2)C(O)(c2ccc(C)cc2)C1 (stereo not drawn) | -1.9 | -2.9 | -1.6 | -2.3 | 7.5
13 | Cc1ccc(C(=O)NC(=S)Nc2ccc(S(=O)(=O)N3CCN(C)CC3)cc2)cc1 | 0.3 | 2.2 | 4.8 | 0.4 | -3.4
14 | O=c1nc(N2CCOCC2)ccn1-c1nc(-c2ccccc2)sc1-c1ccccc1 | -2.3 | -22.0 | 0.1 | -0.3 | 19.4
15 | CCc1noc(C)c1C(=O)N1CCN(S(=O)(=O)c2ccc(Br)cc2)CC1 | 0.7 | nt | 2.4 | -1.4 | 10.3
16 | CSS(=O)(=O)c1cccc2cccnc12 | -1.1 | 5.4 | -2.5 | -2.9 | -7.0
17 | CCOC(=O)C(CCCOc1ccc(C(C)CC)cc1)C(=O)OCC (stereo not drawn) | -0.5 | 26.4 | -0.9 | 1.1 | 6.0
18 | CC(OC(=O)c1cccc(NS(C)(=O)=O)c1)C(=O)Nc1ccc2c(c1)OCO2 (stereo not drawn) | -2.5 | nt | -14.0 | -1.1 | 1.0
19 | CC(C)(C)c1cc(CNC(=O)C2CCC(=O)N(Cc3ccccc3F)C2)[nH]n1 (stereo not drawn) | -1.7 | nt | nt | nt | 0.9
20 | O=[N+]([O-])c1ccc(OCCn2cncn2)cc1 | ? | 11.3 | 1.2 | 0.7 | 6.0

nr | Mtb FBA inh | MazEF act | CCHFV vOTU inh | BoNT-F LC inh | BioA inh
11 | -0.1 | 6.2 | 3.7 | ? | 7.5
12 | -0.6 | -0.4 | 8.4 | -12.0 | 0.7
13 | 4.9 | 6.9 | 10.1 | -0.2 | nt
14 | 14.9 | 3.8 | -6.7 | -4.3 | nt
15 | 2.3 | -8.0 | 16.2 | 6.4 | 3.6
16 | 2.8 | 0.8 | -10.5 | ? | -0.3
17 | -2.2 | -10.4 | 19.4 | 4.7 | 0.3
18 | -0.2 | 3.2 | -12.9 | -12.8 | 0.1
19 | -0.6 | 3.4 | 5.9 | -2.1 | -1.0
20 | 4.9 | 9.7 | 14.7 | ? | nt

11 structures already listed, arranged by SMILES length, ascending.
nr | SMILES | FadD28 binding | DUSP3 inh | Rv3671c protease | Mtb UGM inh | GDH-TPI inh
16 | CSS(=O)(=O)c1cccc2cccnc12 | -1.1 | 5.4 | -2.5 | -2.9 | -7.0
20 | O=[N+]([O-])c1ccc(OCCn2cncn2)cc1 | ? | 11.3 | 1.2 | 0.7 | 6.0
2 | CCN(CC)S(=O)(=O)c1cccc(NC2=NCC(C)S2)c1 (stereo not drawn) | -2.0 | 3.5 | 9.0 | -4.8 | 0.0
11 | O=C(NC1CCCN(CCc2ccccc2)C1)c1c[nH]c2ccccc12 (stereo not drawn) | -2.3 | 1.0 | -5.3 | -1.4 | 1.4
6 | COc1cc(OC)c2c(c1)OC(=O)CC2c1cc(OC)c(OC)c(OC)c1 (stereo not drawn) | -1.2 | nt | nt | nt | 2.7
14 | O=c1nc(N2CCOCC2)ccn1-c1nc(-c2ccccc2)sc1-c1ccccc1 | -2.3 | -22.0 | 0.1 | -0.3 | 19.4
19 | CC(C)(C)c1cc(CNC(=O)C2CCC(=O)N(Cc3ccccc3F)C2)[nH]n1 (stereo not drawn) | -1.7 | nt | nt | nt | 0.9
13 | Cc1ccc(C(=O)NC(=S)Nc2ccc(S(=O)(=O)N3CCN(C)CC3)cc2)cc1 | 0.3 | 2.2 | 4.8 | 0.4 | -3.4
12 | CCC1=NN(C(=O)c2cccc([N+](=O)[O-])c2)C(O)(c2ccc(C)cc2)C1 (stereo not drawn) | -1.9 | -2.9 | -1.6 | -2.3 | 7.5
10 | CN(C(=O)CSc1nnc(-c2ccccc2)c(-c2ccccc2)n1)C1CCS(=O)(=O)C1 (stereo not drawn) | -2.7 | 8.3 | 4.3 | -0.7 | 21.0
4 | Cc1cc(C)c(OCC(=O)N(Cc2ccc(N(C)C)cc2)C2CCS(=O)(=O)C2)c(C)c1 (stereo not drawn) | 0.5 | 20.1 | -0.2 | -1.8 | -3.4

nr | Mtb FBA inh | MazEF act | CCHFV vOTU inh | BoNT-F LC inh | BioA inh
16 | 2.8 | 0.8 | -10.5 | ? | -0.3
20 | 4.9 | 9.7 | 14.7 | ? | nt
2 | 0.6 | 11.3 | 1.2 | -1.4 | 0.6
11 | -0.1 | 6.2 | 3.7 | ? | 7.5
6 | 1.4 | -11.7 | -1.4 | 1.2 | 0.3
14 | 14.9 | 3.8 | -6.7 | -4.3 | nt
19 | -0.6 | 3.4 | 5.9 | -2.1 | -1.0
13 | 4.9 | 6.9 | 10.1 | -0.2 | nt
12 | -0.6 | -0.4 | 8.4 | -12.0 | 0.7
10 | -2.1 | -1.4 | -9.3 | 6.3 | -0.2
4 | -2.5 | -2.7 | 0.3 | ? | -1.3

More entries.
nr | SMILES | FadD28 binding | DUSP3 inh | Rv3671c protease | Mtb UGM inh | GDH-TPI inh
21 | Cc1ccc(C2=NOC(C)(c3nnc(-c4ccccc4)o3)C2)cc1 (stereo not drawn) | -1.6 | nt | 0.6 | 3.0 | -3.5
22 | COc1cc(C(=O)OCC#N)ccc1OCc1c(C)noc1C | -0.7 | -13.4 | 1.9 | -0.5 | 2.5
23 | CC(C)OCCCNC(=O)c1ccc(CS(=O)(=O)c2cccc(C(F)(F)F)c2)o1 | -0.7 | 3.5 | -23.9 | 1.0 | 4.0
24 | CCOCCCNC(=O)c1ccc2c(=O)n(Cc3ccc(OC)cc3)c(=O)[nH]c2c1 | -4.3 | 8.6 | -3.5 | 0.7 | 6.5
25 | CC1(C)Oc2ccc3ccc(=O)oc3c2/C(=C/NNC(N)=O)C1=O | -3.5 | -2.9 | 0.1 | -1.8 | 11.4
26 | CC(C)(C)c1ccc(S(=O)(=O)N2CC(C(=O)O)Oc3ccc(Cl)cc32)cc1 (stereo not drawn) | -1.9 | -10.3 | 1.6 | -1.4 | 2.1
27 | CN(C)CC(C)(C)CNS(=O)(=O)c1ccc(Cl)cc1 | -2.0 | 1.7 | -0.3 | -0.4 | 4.4
28 | Cc1ccc(S(=O)(=O)CCC(=O)OC(C)C(=O)NC2CCCCC2C)cc1 (stereo not drawn) | -4.0 | nt | 1.1 | -0.4 | 2.2
29 | Cc1cc(Oc2ccc(Cl)cc2)nc(-c2ccccc2O)n1 | -0.4 | -13.3 | -3.5 | -1.8 | 2.3

nr | Mtb FBA inh | MazEF act | CCHFV vOTU inh | BoNT-F LC inh | BioA inh
21 | -1.1 | 8.8 | -3.0 | -6.7 | 4.1
22 | 1.6 | -3.4 | 4.2 | 4.8 | 1.3
23 | 5.8 | 5.1 | 1.8 | 7.6 | -0.2
24 | 2.1 | 10.1 | -3.0 | -4.2 | -0.4
25 | -5.2 | 11.7 | 20.4 | 25.1 | -1.5
26 | -0.9 | 6.2 | 18.8 | 2.7 | 3.4
27 | 3.6 | 1.2 | 1.2 | 0.7 | -2.2
28 | 0.0 | -6.0 | -7.2 | -7.7 | 0.8
29 | 2.5 | -4.4 | -3.5 | -6.9 | 0.0

Quoted from the listing:
Entry for `CC(C)OCCCNC(=O)c1ccc(CS(=O)(=O)c2cccc(C(F)(F)F)c2)o1` in BioA inh: -0.2
Entry for `O=c1nc(N2CCOCC2)ccn1-c1nc(-c2ccccc2)sc1-c1ccccc1` in FadD28 binding: -2.3
